Screening data: PubChem, The Scripps Research Institute Molecular Screening Center
V1aR counter – V1a receptor agonism, counter-screen for OXTR agonists. P37288. CHO-V1R cells, Fluo-8 calcium fluorescence, agonist mode; 0% DMSO, 100% 3 nM vasopressin. activation, % at 3 µM. actives 0.25% (n = 320,000). AID 2797;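 active means activation above the mean activation of all tested compounds plus 3 SD, per screening run, cut at about 20% in these data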;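 further: signal is peak over basal fluorescence ratio across a 100 second FLIPR read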
Target sequence (P37288 whole entry, looked up): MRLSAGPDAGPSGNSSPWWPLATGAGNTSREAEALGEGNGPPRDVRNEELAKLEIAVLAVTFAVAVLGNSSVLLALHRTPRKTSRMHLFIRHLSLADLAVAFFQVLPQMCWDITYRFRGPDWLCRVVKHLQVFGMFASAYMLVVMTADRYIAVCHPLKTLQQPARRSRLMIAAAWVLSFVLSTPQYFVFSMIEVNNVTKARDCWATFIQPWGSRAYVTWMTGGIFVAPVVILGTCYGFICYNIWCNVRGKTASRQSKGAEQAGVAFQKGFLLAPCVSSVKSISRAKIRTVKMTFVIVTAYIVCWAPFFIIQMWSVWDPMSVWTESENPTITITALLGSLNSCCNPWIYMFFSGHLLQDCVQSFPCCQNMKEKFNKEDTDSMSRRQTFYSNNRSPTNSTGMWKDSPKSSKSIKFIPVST
CHRM1 antagonist – antagonists of human M1 muscarinic receptor. P11229. CHO-K1 hM1, Fluo-8 calcium fluorescence, ACh EC80 antagonist. inhibition, % at 3 µM. actives 1.3% (n = 360,000). AID 588852;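 active means percent inhibition above its own plate's cutoff, namely the mean of that plate's compound wells plus 3 SD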;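 further: peak over basal fluorescence ratio during 140 s after agonist addition; 0% = ACh EC80 plus DMSO and 100% = DMSO alone without agonist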
CHO parental Ca – counter-screen for OX1R antagonists: effect in parental CHO cells; AID 463079; actives 0.63% (n = 330,000); parental CHO-K1, ATP-induced calcium, Fluo-8 fluorescence; inhibition, % at 5.6 µM;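 active means inhibition above that plate's mean sample inhibition plus 3 SD, cut at about 26% in these data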;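 further: 0% = ATP-challenged DMSO wells and 100% = DMSO wells without ATP; some compounds past the cut are filed as inactive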
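Test system: untransfected parental CHO cell line. Compound: one dose, 5.6 µM nominal. Detection: intracellular calcium via Fluo-8 no-wash fluorescent dye. Measure: % inhibition. Benchmarks: ATP-challenged DMSO wells low, unchallenged DMSO wells high.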
OXTR agonist – activates the human oxytocin receptor; P30559; CHO-OTR cells, Fluo-8 calcium fluorescence; normalized: DMSO 0%, oxytocin 100%; actives 0.32% (n = 320,000); activation, % at 3 µM;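 active means activation above the mean of all tested compounds plus 3 SD, cutoff set per screening run, cut at about 20% in these data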;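 further: peak over basal fluorescence ratio from a 100 s FLIPR kinetic read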
TAAR1 agonist – agonists of human TAAR1 | activation, % at 3 µM | actives 0.99% (n = 360,000) | Q96RJ0 | AID 624467 | CHO RD-HGA16 TAAR1, Fluo-8 calcium fluorescence; vehicle wells 0%, saturating PEA agonist 100%;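 active means activation above the mean activation of all test compounds in the run plus 3 SD, cut at about 38% in these data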
Target sequence (Q96RJ0 whole entry, looked up): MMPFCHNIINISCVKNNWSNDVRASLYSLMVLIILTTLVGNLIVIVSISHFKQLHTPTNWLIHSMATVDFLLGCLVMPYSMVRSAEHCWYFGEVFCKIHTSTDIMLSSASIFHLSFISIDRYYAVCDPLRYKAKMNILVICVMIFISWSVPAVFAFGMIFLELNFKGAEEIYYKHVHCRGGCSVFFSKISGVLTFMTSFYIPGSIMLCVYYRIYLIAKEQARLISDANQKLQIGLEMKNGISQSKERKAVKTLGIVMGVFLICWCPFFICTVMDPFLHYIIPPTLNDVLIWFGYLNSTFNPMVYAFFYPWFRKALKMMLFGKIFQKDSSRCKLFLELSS
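Assay system: CHO-derived RD-HGA16 cells with stable Gα16 and human TAAR1; timing: 17-24 h seeding, 75 min 37 °C dye, 30 min RT; read-out: % activation from peak over basal fluorescence ratio, DMSO-to-PEA scaled; measured by: kinetic Fluo-8 calcium fluorescence; benchmarks: low control DMSO, high control PEA (EC100); doses: 3 µM single concentration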
CHRM1 PAM – human CHRM1 positive allosteric modulation; CHO-K1 hM1, Fluo-8 calcium fluorescence, ACh EC20; 0% = ACh EC20, 100% = maximal ACh; activation, % at 3 µM; actives 0.088% (n = 360,000); in the data active means activation above about 19%, passing the limit was not always enough
M1 ag – activates human CHRM1 receptor. actives 0.33% (n = 360,000). activation, % at 3 µM. P11229. CHO-K1 hM1, Fluo-8 calcium fluorescence, agonist mode; 0% DMSO, 100% acetylcholine EC100;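 active means activation above the run's mean compound activation plus 3 SD, cut at about 16% in these data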;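 further: peak over basal fluorescence ratio within a 140 s kinetic read after compound addition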
OXTR potentiate – potentiators of human oxytocin receptor. CHO-OTR cells, Fluo-8 calcium fluorescence, potentiator mode; 0% = oxytocin EC15, 100% = EC100. actives 0.061% (n = 320,000). activation, % at 3 µM. AID 2445;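 active means activation above that plate's cutoff, the mean activation of tested compounds plus 3 SD, cut at about 6.6% in these data, passing the limit was not always enough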;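 further: 100% uses oxytocin at 75 nM as the full agonist control; some results filed as inactive read as strong as hits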
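System: human OTR in CHO cells; Also added: sub-maximal oxytocin, roughly EC15; Timing: compound 6 min at room temperature before oxytocin, 100 s read; Technique: Fluo-8 intracellular calcium fluorescence, ex 470-495, em 515-575 nm; Controls: oxytocin EC15 low and EC100 high; Replication: singlicate.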
TAAR1 antagonist – antagonists of human TAAR1; Q96RJ0; CHO RD-HGA16 TAAR1, Fluo-8 calcium fluorescence, antagonist; inhibition, % at 3 µM; actives 1.5% (n = 360,000);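 active means inhibition above a per-plate cutoff, the mean inhibition of test compounds on that plate plus 3 SD, cut at about 49% in these data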;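 further: 0% = DMSO plus EC80 beta-PEA response and 100% = DMSO alone without agonist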
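Test system: hTAAR1-expressing CHO RD-HGA16 cells, Gα16-coupled; Probe or stimulus: EC80 β-phenethylamine stimulus; Compound dosing: single nominal final test compound concentration of 3 µM; Timing: 140 s kinetic read after compound, 140 s after agonist; Signal: Fluo-8 calcium-sensitive fluorescence; Measure: % inhibition of agonist calcium response; Controls: DMSO and EC80 PEA controls.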
* hit, by the source's call; . = not tested or not shown.

Start of the listing, in advance, 2 compounds:
SMILES	V1aR counter	CHRM1 antagonist	CHO parental Ca	OXTR agonist	TAAR1 agonist	CHRM1 PAM	M1 ag	OXTR potentiate	TAAR1 antagonist
Cc1c(CC(=O)NCC(=O)O)c(=O)oc2cc3occ(-c4ccccc4)c3cc12	0.6	-8	-1	-0.1	0	5	-9	-2	-2
N=C(N)c1ccc(Cl)cc1	1.4	1	3	1.2	7	-4	-1	-5	8

Results, from the start:
SMILES	V1aR counter	CHRM1 antagonist	CHO parental Ca	OXTR agonist	TAAR1 agonist	CHRM1 PAM	M1 ag	OXTR potentiate	TAAR1 antagonist
Cc1c(CC(=O)NCC(=O)O)c(=O)oc2cc3occ(-c4ccccc4)c3cc12	0.6	-8	-1	-0.1	0	5	-9	-2	-2
N=C(N)c1ccc(Cl)cc1	1.4	1	3	1.2	7	-4	-1	-5	8
Cc1cccc(C#N)c1NC1=CC(=O)CC(C)(C)C1	0.7	-17	2	0.0	6	-1	-4	2	7
COc1ccc(CN(C)S(=O)(=O)c2nnc(NC(=O)c3ccccc3Br)s2)cc1	1.6	-5	1	2.5	1	4	0	-4	-24
CC1CCN(C(=O)C2CCN(S(=O)(=O)c3cccs3)CC2)CC1	3.5	-7	-6	-0.3	1	8	0	-5	1
CCN(C(=O)c1cnc2scc(C)n2c1=O)c1ccccc1C	1.0	-20	-5	0.6	2	15	0	-4	-12
COc1ccc2nc(C)c3cc(C)oc3c2c1	-0.3	-22	-11	-1.1	14	4	-4	5	2
O=C(Nc1ccc(N2CCN(C(=O)c3cccs3)CC2)c(Cl)c1)c1ccco1	4.7	11	-12	1.5	13	-17	-3	-8	4
CCN(CC)S(=O)(=O)c1ccc2c(c1)C(=NO)c1cc(S(=O)(=O)N(CC)CC)ccc1-2	0.6	6	3	2.1	2	2	6	-1	-10
CCn1c(O)c(N=NC(=S)NCC2CCCO2)c2ccccc21 (stereo not drawn)	-0.8	4	-9	-1.9	5	1	-5	-19	26
Cc1ccc2nc(N(CCCN(C)C)C(=O)c3ccc(S(=O)(=O)N4CCc5ccccc5C4)cc3)sc2c1	6.9	-9	-15	15	45*	5	0	-14	7
O=C(N/N=C/c1ccc2c(c1)OCO2)C(=O)N1CCCC1	0.4	-3	3	-1.2	4	6	-4	-8	1
COCCOn1c(SCCOC)nc2ccccc2c1=O	-1.2	-18	-16	-0.4	2	9	0	-7	-24
N#Cc1cccc(S(=O)(=O)NCc2nnc3ccccn23)c1	0.5	-7	2	0.5	18	6	-4	-2	1
O=C1c2cccnc2C(=O)N1c1cccc([N+](=O)[O-])c1	-0.4	-13	-15	1.9	3	6	-2	5	-26
O=S(=O)(NCC(c1ccc2c(c1)OCO2)N1CCN(c2ccccc2)CC1)c1ccccc1 (stereo not drawn)	-1.2	-15	-32	-2.1	-2	6	-6	-11	5
Cc1ccc2[nH]c(=O)c3cc(C(=O)NCC4CCCO4)sc3c2c1 (stereo not drawn)	1.1	-8	-14	-0.9	2	8	-6	1	5
CCCCOCCCNC(=O)c1ccc([N+](=O)[O-])c(C)c1	0.6	4	-12	-1.6	5	1	-6	-3	0
Oc1ccc(C2C(c3ccccc3)=NN=C(c3ccccc3F)N2O)c(O)c1 (stereo not drawn)	0.7	5	-19	0.5	7	4	-3	0	-15
Cc1ccc(S(=O)(=O)N(CC(=O)NCCC2=CCCCC2)Cc2ccccc2)cc1	6.9	4	-24	2.0	5	-2	-5	-21	-2
O=C(/C=C/c1ccccc1)c1ccccc1	-1.3	-3	-11	-2.1	1	-9	-3	5	-26
COc1ccc(NS(=O)(=O)c2cc(NC(=O)C3CCCO3)ccc2N2CCCCC2)cc1 (stereo not drawn)	-0.7	6	-11	-1.5	3	-4	-13	-8	-7
CCN(CC)S(=O)(=O)c1ccc(N2CCCC2)c(NC(=O)C2=COCCO2)c1	0.0	18	-30	0.3	1	-1	-3	-16	-6
Cc1cc(S(=O)(=O)N(Cc2ccccc2)Cc2ccc(N(C)C)cc2)ccc1-n1cnnn1	-0.3	-20	-15	-1.4	1	0	0	-3	18
O=C(COC(=O)Cc1c(F)cccc1Cl)Nc1ccc2[nH]c(=O)[nH]c2c1	-0.5	-1	-1	1.2	0	1	-3	-5	19
COc1ccc(C(=O)OCC(=O)NCCN2C(=O)CSC2=O)cc1	0.9	3	-18	0.3	3	-5	-3	-10	-31
Cc1ccc(C)c(C(=O)COC(=O)CCN2C(=O)C3C4CCC(C4)C3C2=O)c1 (stereo not drawn)	.	-15	.	.	-1	14	-3	.	4
Cc1ccccc1S(=O)(=O)Cc1ccc(C(=O)NCCN(CC(C)C)CC(C)C)o1	0.1	-2	-20	-1.7	-1	9	-10	-16	4
O=[N+]([O-])c1cccc(-c2csc(N/N=C/c3cccc(O)c3)n2)c1	0.5	4	-12	0.1	4	6	-2	-9	35
C/C(=C/C(=O)NCc1ccccc1)C(=O)O	0.1	-12	-10	-0.1	17	5	0	-9	7

A stretch taken from the entries so far, for reference:
SMILES	V1aR counter	CHRM1 antagonist	CHO parental Ca	OXTR agonist	TAAR1 agonist	CHRM1 PAM	M1 ag	OXTR potentiate	TAAR1 antagonist
O=[N+]([O-])c1cccc(-c2csc(N/N=C/c3cccc(O)c3)n2)c1	0.5	4	-12	0.1	4	6	-2	-9	35
C/C(=C/C(=O)NCc1ccccc1)C(=O)O	0.1	-12	-10	-0.1	17	5	0	-9	7

Carrying on.
SMILES	V1aR counter	CHRM1 antagonist	CHO parental Ca	OXTR agonist	TAAR1 agonist	CHRM1 PAM	M1 ag	OXTR potentiate	TAAR1 antagonist
CC(C)NC(=O)C1(C)CCCN1C(=O)c1cc(C#N)cs1 (stereo not drawn)	.	-15	.	.	0	10	0	.	-14
OCc1ncccc1O	0.1	2	-6	1.2	-1	3	-2	-3	6
CCOC(=O)N1CCN(C(=O)CS(=O)(=O)c2cn(Cc3ccc(Cl)cc3)c3ccccc23)CC1	5.3	-3	-12	3.1	5	2	2	-8	-9
Cc1ccc(C(=O)CSc2ncnc3sc4c(c23)CCC(C)C4)cc1 (stereo not drawn)	.	0	.	.	14	7	-3	.	-6
CC(C(=O)O)n1c(-c2ccn[nH]2)n[nH]c1=S (stereo not drawn)	0.1	-24	-5	0.5	-3	0	-2	-3	-11
O=C(COC(=O)c1ccc(S(=O)(=O)C(F)F)cc1)Nc1cccnc1Cl	1.9	13	8	1.2	2	-8	-2	4	5
C#CCOCCOCCOCCNc1nc(N2CCOCC2)nc(N2CCN(C(=O)CCCCCCCCCCNC(=O)[C@H](CO)n3cc(CCCCCN)nn3)CC2)n1	2.1	-1	-17	0.7	-1	-1	-10	-6	21
CCO[C@@H]1OC(C(=O)N2CCN(Cc3ccccc3)CC2)=C[C@H](c2ccccc2)[C@H]1CCCO	1.1	-7	-9	0.9	12	2	-2	-9	16
Cc1ccc(N2CC(C(=O)Nc3nnc(SCCC4OCCO4)s3)CC2=O)cc1 (stereo not drawn)	-0.1	-3	-14	-0.5	1	6	-3	-8	-13
Nn1c(SCC(=O)Nc2ccc(F)cc2F)nnc1-c1cccnc1	-0.3	-5	0	0.4	14	4	-2	1	8
O=S(=O)(NC1CC1)c1ccc2c3c(cccc13)CC2	5.8	-11	-10	-0.8	9	8	-1	-4	9
O=C(C1CCC(=O)N(C2CCCC2)C1)N1CCN(Cc2cccc(Cl)c2)CC1 (stereo not drawn)	-0.7	-3	-9	-0.8	0	3	-6	-6	-36
Cc1nn(-c2ccccc2)c(C)c1C(=O)NCc1ccccc1F	-0.3	4	-18	4.5	-3	-3	-4	1	1
Cc1ccc(CNC(=O)c2ccccc2NS(C)(=O)=O)cc1	9.1	-16	-9	-0.1	7	0	2	-7	13
Cc1ccc(CNC(=O)CSc2ncc(C(=O)Nc3ccccc3)c(=O)n2C)cc1	0.6	5	-3	0.0	1	2	-2	-3	2
COc1ccc(C(=O)Nn2c(C)nc3ccccc3c2=O)c(OC)c1	0.3	1	-1	-0.5	0	0	2	3	-20
Cn1nc(-c2ccc(C(=O)N3CCN(CCO)CC3)cc2)c2ccccc2c1=O	0.0	-6	8	1.5	6	6	-6	0	-7
COc1ccc(N2CCN(S(=O)(=O)c3ccc(OC)c(C(=O)N4CCCC4)c3)CC2)cc1	0.5	-6	-11	0.8	2	3	-6	-1	-16
COc1ccc(Cl)cc1-c1nc(N)nc(NC2CCCCC2)n1	0.0	14	-10	-1.9	1	-5	-1	-4	-11
CCC(CO)Oc1cc(NCc2cccnc2)c2ncn(C(C)C)c2c1 (stereo not drawn)	0.8	-7	2	1.1	14	8	-4	2	-9
Cc1ccc(S(=O)(=O)N2CCOCC2)cc1NS(=O)(=O)c1ccc(F)c(F)c1	2.4	-8	-9	2.2	4	13	0	-7	-10
CCn1c(SCC(=O)Nc2ccccc2)nc2c1c(=O)n(C)c(=O)n2C	0.2	2	-14	2.3	5	-2	1	-8	-5
Cc1ccc(NC(=O)n2ccc(-c3ccc(-n4ccnc4)cc3)n2)cc1	.	0	.	.	6	-10	-3	.	-5
COc1cccc(CNS(=O)(=O)c2ccc(S(=O)(=O)N3CCCC3)cc2)c1	1.9	-10	-8	1.8	2	11	-12	-8	2
O=C(Oc1ccc2ccc(=O)oc2c1)c1ccc([N+](=O)[O-])cc1	-0.6	-7	5	1.1	4	-10	-3	-7	5
COc1ccccc1N1CCN(c2ncnc3sc(C(=O)NCC4CCCO4)c(C)c23)CC1 (stereo not drawn)	5.5	-3	-20	2.6	12	-1	0	-5	40
COc1ccc2[nH]c(O)c(N=O)c2c1	0.7	9	-8	-0.4	2	-1	-6	-4	-4
CC(C)CCNc1ncnc2c1cnn2Cc1ccccc1Cl	-0.3	-11	-23	-2.5	5	16	0	-18	-4
Clc1nc2c(ccc3ccccc32)[nH]1	-0.9	-20	-10	-0.1	1	13	-5	-5	10
S=C(c1ccc(-c2ccc(Br)cc2)o1)N1CCOCC1	-1.2	6	-26	-2.5	-3	-1	-3	-8	-7
Cc1ccc(CNC(=O)COC(=O)c2cccnc2Cl)cc1	0.0	-5	-4	0.3	1	3	-1	-1	-14

Not a hit list (roughly 3.7% active in at least one column).
